Source: PubChem (several laboratories)
Wnt act = Wnt/beta-catenin pathway activation; Wnt/beta-catenin reporter cell assay, activator, plate reader; activation, % at 9.35 µM; 300,000 compounds, 1.2% hits; AID 743398; in the data active = activation above about 30%, passing the limit was not always enough; inconclusive = no clear call, values can overlap the other calls;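 also: 0% = neutral control wells and 100% = positive control wells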
PvdQ inh = blocks Pseudomonas aeruginosa PvdQ acylase activity | purified PvdQ acylase, fluorescence plate reader | inhibition, % at 10 µM | 340,000 compounds, 0.063% hits | AID 488965; in the data active = inhibition above about 30%, passing the limit was not always enough; inconclusive = no clear call, values can overlap the other calls;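 also: 0% = vehicle neutral wells and 100% = reference inhibitor wells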
Tat export inh = inhibitors of E. coli Tat protein transport. E. coli MC4100 TorA-mCherry Tat export, fluorescence. 340,000 compounds, 0.036% hits. inhibition, % at 10 µM;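 active = mean replicate inhibition at least 50% and at least half of replicates individually reaching 50%; inconclusive = only one of the two criteria met; inactive = neither criterion met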;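 also: exported cargo escapes ClpAP degradation while cytoplasmic cargo is degraded and loses fluorescence; 0% = median of neutral control wells and 100% = median of NaSCN control wells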
DAGLB inhibitor = blocks human DAGLB lipase activity; inhibition, % at 5.17 µM; HEK293T DAGLB membrane lysate, EnzChek fluorogenic substrate; Q8NCG7; 340,000 compounds, 0.059% hits; in the data active = inhibition above about 34%;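 also: 0% = enzyme with vehicle and 100% = wells lacking enzyme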
Target sequence (Q8NCG7 whole entry, looked up): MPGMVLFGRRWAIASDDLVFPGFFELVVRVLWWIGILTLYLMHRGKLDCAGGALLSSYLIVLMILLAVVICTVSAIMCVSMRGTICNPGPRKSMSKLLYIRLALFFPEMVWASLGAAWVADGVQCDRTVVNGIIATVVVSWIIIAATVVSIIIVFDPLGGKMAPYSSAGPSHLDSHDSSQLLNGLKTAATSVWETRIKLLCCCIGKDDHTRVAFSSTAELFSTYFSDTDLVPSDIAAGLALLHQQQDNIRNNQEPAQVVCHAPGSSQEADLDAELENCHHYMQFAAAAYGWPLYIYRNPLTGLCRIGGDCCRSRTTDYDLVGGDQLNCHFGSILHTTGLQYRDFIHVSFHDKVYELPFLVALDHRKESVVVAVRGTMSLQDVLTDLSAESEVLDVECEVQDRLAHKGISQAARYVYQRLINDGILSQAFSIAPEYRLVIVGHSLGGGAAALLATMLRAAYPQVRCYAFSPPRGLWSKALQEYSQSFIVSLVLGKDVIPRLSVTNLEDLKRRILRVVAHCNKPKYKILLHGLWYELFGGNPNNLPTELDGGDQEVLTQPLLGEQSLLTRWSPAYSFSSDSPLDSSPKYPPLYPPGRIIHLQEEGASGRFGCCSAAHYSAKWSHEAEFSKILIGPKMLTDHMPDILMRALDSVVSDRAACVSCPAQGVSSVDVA
AddAB inh = less growth of phage-infected E. coli with AddAB | 330,000 compounds, 0.29% hits | E. coli expressing H. pylori AddAB, absorbance growth | inhibition, % at 11.9 µM | AID 435030; in the data active = inhibition above about 12%;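 also: 0% = vehicle wells of infected cells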
phage Ecoli inh = E. coli growth loss with phage present. growth absorbance. inhibition, % at 11.9 µM. 360,000 compounds, 0.26% hits; in the data active = inhibition above about 11%
Ecoli viability = bacterial growth inhibition, counter-screen for AddAB inhibitors; E. coli V3065 growth, OD600 absorbance, 18 h; inhibition, % at 11.9 µM; 330,000 compounds, 0.27% hits; AID 449728;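 active = inhibition above the campaign's mean inhibition across all tested compounds plus 3 SD, cut at about 9.9% in these data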;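 also: uninfected addAB+ strain grown without phage in ampicillin broth; 0% = DMSO wells and 100% = ciprofloxacin 0.95 µg/ml wells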
Rtt109 HAT inh = inhibitors of Candida albicans Rtt109/Vps75 histone acetyltransferase. Q5AAJ8. purified Rtt109/Vps75, ThioGlo CoA-SH fluorescence, 4 h. inhibition, % at 34.9 µM. 330,000 compounds, 0.16% hits;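 active = inhibition of at least 50% in every replicate; inconclusive = best replicate reaches 50% inhibition but some replicates fall short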
Target sequence (Q5AAJ8 whole entry, looked up): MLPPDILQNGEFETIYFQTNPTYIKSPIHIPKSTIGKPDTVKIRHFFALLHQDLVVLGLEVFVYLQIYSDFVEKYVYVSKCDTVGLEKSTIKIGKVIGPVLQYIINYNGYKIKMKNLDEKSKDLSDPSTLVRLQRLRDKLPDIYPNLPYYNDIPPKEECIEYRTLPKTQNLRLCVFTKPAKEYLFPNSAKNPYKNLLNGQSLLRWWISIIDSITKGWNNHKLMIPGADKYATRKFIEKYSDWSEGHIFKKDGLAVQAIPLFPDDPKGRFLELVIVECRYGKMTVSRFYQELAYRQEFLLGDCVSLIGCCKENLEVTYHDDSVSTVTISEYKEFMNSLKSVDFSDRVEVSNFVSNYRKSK
CAL PDZ FP = blocks peptide binding to human CAL PDZ domain | inhibition, % at 20 µM | 330,000 compounds, 0.02% hits | purified CAL PDZ, TMR-peptide fluorescence polarization, 1 h | AID 504414 | Q9HD26;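 active = highest replicate inhibition of at least 40%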;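 also: plate controls were DMSO neutral control wells for no effect and unlabeled competitor peptide control wells for full effect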
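Material: tagged CAL PDZ protein CerCALP, purified; buffer or medium: sodium phosphate/NaCl buffer pH 7.4 with TCEP, IgG, Thesit; also added: fluorescent TMR peptide probe; schedule: 1 h incubation at room temperature before polarization reading; technique: fluorescence polarization from S- and P-plane intensities, G-factor corrected; control set: unlabelled peptide and DMSO controls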
PfHsp90 yeast 2 = growth inhibition of yeast expressing Plasmodium Hsp90. S. cerevisiae expressing PfHsp90, BacTiter-Glo ATP, 48 h; yeast lacking PDR1 and PDR3 efflux regulators. inhibition, % at 9.4 µM. 310,000 compounds, 0.32% hits;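 active = every replicate shows inhibition above about 80%, whatever the replicate mean, limit read from the data; inconclusive = mean inhibition reaches the set limit but some replicate falls short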;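 also: 0% = DMSO neutral controls and 100% = 20 µM radicicol positive controls; yeast relying on Plasmodium falciparum Hsp90 in place of its own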
* hit, by the source's call.

What do the screens show for `CC1CCc2nc(NC(=O)Nc3ccc4c(c3)OCO4)sc2C1` (stereo not drawn)?
Wnt act: 16.0; PvdQ inh: -6.2; Tat export inh: 4.7; DAGLB inhibitor: 5.6; AddAB inh: -0.5; phage Ecoli inh: 2.7; Ecoli viability: -2.8; Rtt109 HAT inh: -1.8; CAL PDZ FP: -1.6; PfHsp90 yeast 2: -15.6

How did COc1cccc(CN2CCN(c3nc4nonc4nc3NC3CC3)CC2)c1 do in these assays?
Wnt act: 0.5; PvdQ inh: 2.1; Tat export inh: 10.5; DAGLB inhibitor: -0.7; AddAB inh: -0.1; phage Ecoli inh: 4.6; Ecoli viability: -0.1; Rtt109 HAT inh: 7.5; CAL PDZ FP: 0.9; PfHsp90 yeast 2: 4.5

How did COC(=O)NNC(=O)c1ccccc1C do in these assays?
PvdQ inh: -0.9; Tat export inh: -1.5; DAGLB inhibitor: 1.4; AddAB inh: -0.5; phage Ecoli inh: -0.1; Ecoli viability: -1.1; Rtt109 HAT inh: -8.4; CAL PDZ FP: -0.8; PfHsp90 yeast 2: -9.2

What do the screens show for `O=C1CN(C(=O)COC(=O)CCc2ccccc2O)c2ccccc2N1`?
Wnt act: 0.5; PvdQ inh: -9.0; Tat export inh: 9.0; DAGLB inhibitor: -0.1; AddAB inh: 0.8; phage Ecoli inh: 0.7; Ecoli viability: -1.7; Rtt109 HAT inh: -2.1; CAL PDZ FP: -2.3; PfHsp90 yeast 2: 17.1

How did O=C(CN1C(=O)c2ccccc2C1=O)NC1CCCCC1 do in these assays?
Wnt act: -1.3; PvdQ inh: -11.3; Tat export inh: -10.4; DAGLB inhibitor: 1.4; AddAB inh: 1.7; phage Ecoli inh: 1.8; Ecoli viability: -0.8; Rtt109 HAT inh: -1.1; CAL PDZ FP: -1.9; PfHsp90 yeast 2: 16.7

What do the screens show for `COc1ccc(N/C=C/C(=O)c2sc(-c3ccccc3)nc2C)cc1`?
Wnt act: -0.2; PvdQ inh: 7.2; Tat export inh: -2.0; DAGLB inhibitor: -2.1; AddAB inh: 6.1; phage Ecoli inh: 4.2; Ecoli viability: 1.3; Rtt109 HAT inh: 7.6; CAL PDZ FP: 0.1; PfHsp90 yeast 2: -28.0

How did CN(C(=O)c1cccc(NC(=O)Cc2ccc(NC(=O)C3CCCN(C(=O)CCc4ccccc4)C3)cc2)c1)C1CCCCC1 (stereo not drawn) do in these assays?
Wnt act: -1.6; PvdQ inh: 3.7; Tat export inh: 12.2; DAGLB inhibitor: -4.6; phage Ecoli inh: 3.4; Rtt109 HAT inh: -2.6; CAL PDZ FP: -0.3; PfHsp90 yeast 2: -4.9

What do the screens show for `CCC(C)NC(=O)c1c(N)n(/N=C/c2ccccn2)c2nc3ccccc3nc12` (stereo not drawn)?
PvdQ inh: -5.2; Tat export inh: 3.1; DAGLB inhibitor: 0.4; AddAB inh: 0.6; phage Ecoli inh: 1.6; Ecoli viability: -1.4; Rtt109 HAT inh: 12.5; CAL PDZ FP: -0.8; PfHsp90 yeast 2: -8.6

What do the screens show for `COc1ccc(/C=N/NC(=O)CCc2nc3ccccc3[nH]2)cc1`?
PvdQ inh: -13.1; Tat export inh: -7.9; DAGLB inhibitor: 1.2; AddAB inh: 3.2; phage Ecoli inh: 3.0; Ecoli viability: 0.0; Rtt109 HAT inh: -2.9; CAL PDZ FP: -1.7

How did CC(=O)c1cccc(NC(=O)NC2CCCCC2)c1 do in these assays?
Wnt act: 0.7; PvdQ inh: -12.0; Tat export inh: 3.4; DAGLB inhibitor: -1.5; AddAB inh: 0.8; Ecoli viability: -1.3; Rtt109 HAT inh: 3.4; CAL PDZ FP: -1.6

Results for COC(=O)c1sccc1NC(=O)Nc1ccc(C)c(C)c1 ?
Wnt act: inconclusive; PvdQ inh: -9.0; Tat export inh: 0.6; DAGLB inhibitor: -5.0; phage Ecoli inh: 2.5; Rtt109 HAT inh: 3.4; CAL PDZ FP: -3.8; PfHsp90 yeast 2: 54.5

Results for COc1cc2c(cc1OC)CN(c1ccc(-c3ccccc3OC)nn1)CC2 ?
PvdQ inh: -5.6; Tat export inh: -1.9; DAGLB inhibitor: -0.8; AddAB inh: 3.7; Ecoli viability: -0.8; Rtt109 HAT inh: 13.8; CAL PDZ FP: -2.7; PfHsp90 yeast 2: 1.8

Results for Cc1ccc(C)c(NC(=O)Cc2csc(-c3ccccc3)n2)c1 ?
PvdQ inh: 1.9; Tat export inh: -3.3; DAGLB inhibitor: 1.6; AddAB inh: 2.9; phage Ecoli inh: 3.2; Ecoli viability: -1.1; Rtt109 HAT inh: -6.0; CAL PDZ FP: -1.2; PfHsp90 yeast 2: -12.0

How did CC(C)C[C@@H](CNCC(=O)[C@H](CC(C)C)NC(=O)c1[nH]cnc1C(=O)N[C@@H](C)CN)NC(=O)c1nc[nH]c1C(=O)N[C@@H](Cc1ccccc1)C(=O)O do in these assays?
Wnt act: -0.9; PvdQ inh: -4.9; Tat export inh: 0.0; DAGLB inhibitor: -0.9; phage Ecoli inh: 1.7; Rtt109 HAT inh: -4.1; CAL PDZ FP: 0.5; PfHsp90 yeast 2: -6.8

What do the screens show for `Cc1ccc(N(CC(=O)N/N=C/c2ccc(OCC(N)=O)cc2)S(C)(=O)=O)cc1Cl`?
Wnt act: -6.5; PvdQ inh: 4.6; Tat export inh: -4.3; DAGLB inhibitor: 2.4; AddAB inh: 0.2; phage Ecoli inh: 2.1; Ecoli viability: -0.2; Rtt109 HAT inh: -2.0; PfHsp90 yeast 2: 11.8

Results for COc1cc(-c2cc(C(=O)O)c3cc4c(cc3n2)OCCO4)cc(OC)c1OC ?
Wnt act: -1.9; PvdQ inh: -7.7; Tat export inh: -11.0; DAGLB inhibitor: 0.7; AddAB inh: 1.4; phage Ecoli inh: 3.2; Ecoli viability: 1.0; Rtt109 HAT inh: -3.0; CAL PDZ FP: -0.8; PfHsp90 yeast 2: 11.8

Results for Cc1nc(NC(=S)NC(=O)c2cccs2)ccc1Br ?
Wnt act: 5.9; PvdQ inh: -17.0; Tat export inh: 3.7; DAGLB inhibitor: -4.2; AddAB inh: 2.8; phage Ecoli inh: 1.3; Ecoli viability: 4.3; Rtt109 HAT inh: -15.1; CAL PDZ FP: -3.9; PfHsp90 yeast 2: -3.8

How did CN(C)S(=O)(=O)c1cccc(NC(=O)CNCC2CCCCC2)c1 do in these assays?
Wnt act: -0.9; PvdQ inh: -8.0; Tat export inh: -0.8; DAGLB inhibitor: -1.0; AddAB inh: 0.7; phage Ecoli inh: 1.5; Ecoli viability: 2.9; Rtt109 HAT inh: -11.2; CAL PDZ FP: -3.0; PfHsp90 yeast 2: 43.3

Results for COC(=O)c1ccccc1-c1c2ccc(=N)cc-2oc2cc(N)ccc12 ?
Wnt act: -3.8; PvdQ inh: -9.4; Tat export inh: -1.5; DAGLB inhibitor: inactive; AddAB inh: 2.0; phage Ecoli inh: 2.6; Ecoli viability: -0.5; Rtt109 HAT inh: -292.7; CAL PDZ FP: 108.8*; PfHsp90 yeast 2: 5.1

What do the screens show for `CCc1cccc2c1NC(=O)C2(O)N1CCCC(C)C1` (stereo not drawn)?
Wnt act: 1.0; PvdQ inh: -4.2; Tat export inh: inconclusive; DAGLB inhibitor: -2.6; AddAB inh: 3.0; phage Ecoli inh: 1.6; Ecoli viability: -1.6; Rtt109 HAT inh: 0.7; CAL PDZ FP: -0.2; PfHsp90 yeast 2: -3.1

What do the screens show for `O=C(COc1ccc(S(=O)(=O)N2CCOCC2)cc1)Nc1ccc2c(c1)OCCO2`?
Wnt act: -1.7; PvdQ inh: -8.1; Tat export inh: -2.8; DAGLB inhibitor: 1.5; AddAB inh: 0.6; phage Ecoli inh: 3.3; Ecoli viability: 0.4; Rtt109 HAT inh: 3.7; CAL PDZ FP: -2.7; PfHsp90 yeast 2: -18.6

How did COC(=O)c1cc(NC(=S)N2CCN(C(=O)C3CCCO3)CC2)cc(C(=O)OC)c1 (stereo not drawn) do in these assays?
Wnt act: -0.6; PvdQ inh: 5.2; Tat export inh: 2.7; DAGLB inhibitor: 1.4; AddAB inh: 5.2; phage Ecoli inh: 4.3; Ecoli viability: 1.4; Rtt109 HAT inh: -3.8; CAL PDZ FP: -3.6; PfHsp90 yeast 2: 1.4

How did CNC(=S)N(CCc1ccc(OC)c(OC)c1)C1CC(=O)N(c2ccccc2)C1=O (stereo not drawn) do in these assays?
PvdQ inh: 5.4; Tat export inh: -3.9; DAGLB inhibitor: -1.7; AddAB inh: 2.1; Ecoli viability: 1.0; Rtt109 HAT inh: 1.6; CAL PDZ FP: -2.2; PfHsp90 yeast 2: -11.3

How did C=CCNC(=O)c1ccc(CSc2nc3ccccc3s2)cc1 do in these assays?
Wnt act: 20.6; PvdQ inh: 5.0; Tat export inh: -1.5; DAGLB inhibitor: -2.5; AddAB inh: 1.5; phage Ecoli inh: 2.3; Ecoli viability: -0.1; Rtt109 HAT inh: 12.8; CAL PDZ FP: -1.7; PfHsp90 yeast 2: -6.1

How did O=C1c2ccccc2C(=O)N1CCc1c[nH]c2ccccc12 do in these assays?
Wnt act: 5.3; PvdQ inh: 7.3; Tat export inh: 3.2; DAGLB inhibitor: -9.1; AddAB inh: -3.3; phage Ecoli inh: 2.8; Ecoli viability: 0.7; Rtt109 HAT inh: 12.2; CAL PDZ FP: -3.2; PfHsp90 yeast 2: -20.1

What do the screens show for `O=C(NCC(c1ccc(F)cc1)N1CCOCC1)c1c(F)cccc1F` (stereo not drawn)?
Wnt act: 38.7*; PvdQ inh: -8.2; Tat export inh: 1.7; DAGLB inhibitor: -0.7; AddAB inh: 2.7; phage Ecoli inh: 2.0; Ecoli viability: 0.2; Rtt109 HAT inh: -3.9; CAL PDZ FP: 0.5; PfHsp90 yeast 2: 11.3

Results for CCOc1ccccc1NC(=O)c1oc2ccccc2c1NC(=O)C1CC1 ?
Wnt act: 6.5; PvdQ inh: -6.5; Tat export inh: -3.6; DAGLB inhibitor: -2.0; AddAB inh: -0.4; phage Ecoli inh: 0.9; Ecoli viability: -3.1; Rtt109 HAT inh: -31.9; CAL PDZ FP: -2.3; PfHsp90 yeast 2: -6.9

How did COC(=O)C1=C(C)N(Cc2ccccc2)C(=NCCc2c[nH]c3ccccc23)N[C@H]1c1cccc(C(F)(F)F)c1 do in these assays?
PvdQ inh: -15.6; Tat export inh: 5.8; DAGLB inhibitor: 5.5; AddAB inh: 2.4; Ecoli viability: 0.9; Rtt109 HAT inh: 3.2; CAL PDZ FP: -1.6; PfHsp90 yeast 2: 2.6

How did CCOc1cc(C)c(Cl)cc1S(=O)(=O)N1CCCC1 do in these assays?
Wnt act: -2.7; PvdQ inh: 0.7; Tat export inh: 6.4; DAGLB inhibitor: -6.5; AddAB inh: 0.9; phage Ecoli inh: 3.2; Ecoli viability: -0.4; Rtt109 HAT inh: -2.6; CAL PDZ FP: -2.8; PfHsp90 yeast 2: 11.0
